# Assay outcomes (PubChem BioAssay)
# Lipid storage S3 = qHTS Assay for Lipid Storage Modulators in Drosophila S3 Cells | Drosophila S3 cells, BODIPY lipid droplet fluorescence, 18-24 h; cells fed with added oleic acid | AID 2685 | actives 0.64% (n = 320,000) | Potency in µM for hits, for the others lipid storage change, negative = inhibition, % at the top dose, mostly 46.1 µM; active = well fitted inhibition curve with a large enough effect in the signal ratio, with a control signal flat, not every such curve was filed as active; inconclusive = small, poorly fitted or top-dose-only effect, or effect the other way, or a change in a side signal; the % refers to the signal ratio
#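 Laser-scanning cytometry quantifies lipid droplet accumulation (500–530 nm total intensity; droplet/cell object ratio) in oleic acid-fed (400 uM added) Drosophila S3 cells treated with a concentration series. 20 uM Triacsin C defined 100% inhibition.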
# Lipid storage S3 cell count max = recorded beside Lipid storage S3, whose call it bears; cell number change, %; measured here: cell count max response;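 cells counted by Cell Tracker Red CMTPX staining in the red channel; peak over a dose series mostly up to 46.1 µM; percent activity relative to internal control wells on each plate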
# Starred values were filed as active, the others as inactive; i = inactive; ? = inconclusive; / = no result given; [ ] = remark or other dose. % is scaled to controls: 0 for no effect and ±100 for the full control effect; potency is read from the fitted curve at half-maximal effect. An excerpt; rates above refer to the full screens.
# Sample of the layout:
SMILES,Lipid storage S3,Lipid storage S3 cell count max
Cc1cc(=O)[nH]c(SCC(=O)Nc2cc(S(=O)(=O)N(C)C)ccc2Cl)n1,?,/
COc1cccc(CNS(=O)(=O)c2cccc(S(=O)(=O)N3CCOCC3)c2)c1,?,/

# All compounds of this part, from the first entry:
SMILES,Lipid storage S3,Lipid storage S3 cell count max
Cc1cc(=O)[nH]c(SCC(=O)Nc2cc(S(=O)(=O)N(C)C)ccc2Cl)n1,?,/
COc1cccc(CNS(=O)(=O)c2cccc(S(=O)(=O)N3CCOCC3)c2)c1,?,/
Cc1cc(NC(=O)CSc2nnc(CNC(=O)c3ccccc3)o2)no1,i[0.369 µM],-1.5
O=C(NNC(=O)c1ccc(Br)o1)c1ccc(NC(=O)c2ccccc2)cc1,-3.2%,-23.4
Cc1cccnc1NC(=S)Nc1ccc(Cl)c(Cl)c1,i,-1.5
COCCn1c(SC2CCCCC2=O)nnc1-c1ccncc1 (stereo not drawn),?,/
CCN(CC)CCNC(=O)C1c2cc(OC)c(OC)cc2C(=O)N(C)C1c1cccs1 (stereo not drawn),-11.0%,-16.5
CC1=CCn2c(=O)c3ccccc3c(=O)n2C1,11.8%,17.5
Cc1noc(C(=O)Nc2ccc(C#N)cc2)c1Cl,-4.3%,-4.5
O=C(O)CC1(CC(=O)Nc2ccc3ccccc3c2)CCCCC1,?,/
N=C1/C(=C\c2ccc(OC(=O)c3ccc(F)cc3)cc2)C(=O)N=C2SC(N3CCOCC3)=NN12,?,/
COc1cccc(/C=N/NC(=O)c2ccccc2NC(=O)c2ccco2)c1OC,?,/
O=C(c1ccc2c3n(nc2c1)-c1ccc(Cl)cc1CO3)N1CCOCC1,0.8%,4.3
O=C(NC(=S)Nc1ccccc1)c1csnn1,?,/
COc1ccc(NC(=O)Cc2c(F)cccc2Cl)cc1,-10.0%,6.4
N#C/C(C(N)=O)=C1/CCc2ccccc2N1,?,/
CC(=O)c1sc(NC(=O)c2ccc(C(C)(C)C)cc2)nc1C,7.5%,-7.3
Cc1cc(OCC(=O)NCC(c2cccs2)N2CCOCC2)ccc1C(C)C (stereo not drawn),?,/
CC1(C)Cc2ccccc2C(Nn2cnnc2)=N1,-18.9%,4.3
Cc1ccc(/C=C(\C#N)c2nc3ccccc3[nH]2)s1,?,/
CCC(C)NC(=O)C1CCC(=O)N1CCc1ccccc1 (stereo not drawn),?,/
COc1ccc2[nH]cc(CCNC(=O)C3CC(=O)N(c4ccc(Cl)cc4)C3)c2c1 (stereo not drawn),?,/
Cc1ccc(F)c(NC=C2C(=O)OC(C)(C)OC2=O)c1,9.5%,-13.4
Cc1ccnc(N2C(=O)CSC2c2ccc(Cl)cc2)c1 (stereo not drawn),?,/
COc1cc(/C=C2/C(=O)N=C(N)N2C)cc(OC)c1OC,?,/
O=C(/C=C/c1ccc(S(=O)(=O)N2CCOCC2)cc1)NC(=S)NCCCn1ccnc1,?,/
CCc1ccccc1NC(=O)N[C@H](C(=O)O)C(C)CC (stereo partly drawn),?,/
CCN(CC)C(=O)CN1CCN(Cc2ccc3c(c2)OCO3)CC1,1.6%,7.8
CC(=O)c1ccc(NC(=O)c2c(C)nn(-c3ccccc3)c2Cl)cc1,0.9%,-1.3
Cc1cc(Br)cc(Cl)c1OCC(=O)N1CCN(C(=O)c2ccco2)CC1,12.4%,10.2
O=C(N/N=C/c1ccc[nH]1)c1ccc([N+](=O)[O-])cc1,10.9%,-1.5
Cc1ccc(-c2nnc(NCc3nc4ccccc4[nH]3)c3ccccc23)cc1S(=O)(=O)N1CCOCC1,-0.1%,-3.8
CC(=O)c1ccc(N2CCN(C(=O)c3ccc(C(=O)c4ccccc4)cc3)CC2)cc1,?,/
Fc1ccc(CNc2nc(-c3ccco3)cc(C(F)(F)F)n2)cc1,?,/
COC(=O)c1ccc(NC(=O)Cn2nc(-c3ccncc3)nc2SCC(=O)Nc2nccs2)cc1,?,/
CC(C)[C@H](NC(=O)c1cc2cc(Cl)ccc2n1C)C(=O)N[C@@H](C(=O)O)c1ccccc1,i,5.4
CC(=O)c1ccc2noc(-c3ccccc3)c2c1,?,/
COc1ccc(CN(C(=O)c2cc3ccccc3oc2=O)C2CCS(=O)(=O)C2)cc1OC (stereo not drawn),i,23.1
CCCCSc1oc(-c2ccco2)nc1S(=O)(=O)c1ccccc1,i,-26.2
CC(=O)c1ccc(N(CC(=O)NC2CCCC2)C(=O)CNC(=O)c2cccs2)cc1,i,0.8
Cc1cccc(NC(=O)[C@H](Cc2ccccc2)NC(=O)OCc2ccccc2)c1,?,/
N#CC1=C(SCc2ccccc2)NC(=O)CC1c1ccco1 (stereo not drawn),?,/
Cc1ccc(OCc2nnc(SCC(=O)Nc3ccc4c(c3)OCO4)n2C)cc1,i,/
CC1(C)CC(=O)c2c(oc3cc(O)c(O)cc23)C1,?,/
O=C(Nc1cccc(S(=O)(=O)Nc2ccccc2F)c1)c1ccc2ccccc2n1,?,/
O=C(NNC(=O)C12CC3CC(CC(C3)C1)C2)c1ccccc1O,?,/
CCCCN(C(=O)C1CCCO1)c1c(N)n(CC(C)C)c(=O)[nH]c1=O (stereo not drawn),?,/
COc1ccccc1N(CC(=O)Nc1ccc(Br)cc1F)S(=O)(=O)c1cccs1,?,/
Cc1ccc(CNC(=O)C2CC(c3ccccc3[N+](=O)[O-])=NO2)o1 (stereo not drawn),-9.2%,10.4
Cc1ccc(S(=O)(=O)Cc2ccc(C(=O)NC3CCCCCC3)o2)cc1,22.9%,/
COc1cc(/C=N/NC(=O)NC2CCCCC2)cc(OC)c1O,6.5%,14.7
O=c1cccccc1NN=C1CCCCCC1,4.9%,-0.1
CC1CCCCN1C(=O)c1cc(S(=O)(=O)N2CCCCC2)c[nH]1 (stereo not drawn),-17.9%,-2.7
O=C(c1ccc(S(=O)(=O)N2CCOCC2)cc1)N1CCc2ccccc21,?,/
O=c1[nH]c2cc3c(cc2cc1C(c1nnnn1CC1CCCO1)N1CCCCCC1)OCCO3 (stereo not drawn),?,/
Cc1cc(C)n2nc(SCC(=O)c3ccccc3)nc2n1,i,2.8
CCOC(=O)N1CCC(NC(=O)CN2C(=O)C(CC)Oc3ccc(C)cc32)CC1 (stereo not drawn),?,/
Cc1nc(SCc2ccccc2C#N)n[nH]1,i,13.5
CCOC(=O)N1CCN(C(=O)CN(c2ccc(OCc3ccccc3)cc2)S(C)(=O)=O)CC1,i,/
Cc1oc(-c2ccoc2)nc1CN(CC1CCC(=O)N1)C(C)C (stereo not drawn),?,/

# Next results
SMILES,Lipid storage S3,Lipid storage S3 cell count max
CC(C)NC(=O)c1cc(-n2cnnc2)ccc1Cl,25.9µM*,-14.2*
CCCn1c(N)c(C(=O)CSc2nnc(C3CC3)n2Cc2ccccc2)c(=O)[nH]c1=O,-10.4%,7.8
COc1ccccc1OCc1nnc(SCC(=O)N2CCCCC2)o1,?,/
COC(=O)CCC(=O)CN,6.4%,-9.4
CC(NC(=O)c1cc2ccccc2o1)C(=O)O (stereo not drawn),14.4%,24.4
Cn1c(=O)c(=O)n(C)c2cc(S(=O)(=O)N3CCN(c4ccc(F)cc4)CC3)ccc21,?,/
COc1ccc(C(=O)N/C(=C\c2ccccc2)C(=O)N2CCOCC2)cc1,?,/
O=C(CSc1nnc(Cc2cc(=O)[nH]c(=O)[nH]2)n1-c1ccccc1)N1CCCCC1,?,/
CCOc1ccc(NC(=O)c2sc(N3CCOCC3)nc2-c2ccccc2)cc1,10.1%,10.4
CC(C)Oc1cccc(OCCN2C(=O)c3ccccc3C2=O)c1,?,/
C/C(CC(=O)NC(C)c1ccccc1)=N\NC(N)=S (stereo not drawn),?,/
CC(=O)NNC(=S)Nc1cc(S(=O)(=O)N(C)C)ccc1C,?,/

# Single records (already shown). Order of screens: Lipid storage S3	Lipid storage S3 cell count max
# CC(C)Oc1cccc(OCCN2C(=O)c3ccccc3C2=O)c1 across the screens: ?	/
# CC(=O)NNC(=S)Nc1cc(S(=O)(=O)N(C)C)ccc1C across the screens: ?	/
# CC(C)NC(=O)c1cc(-n2cnnc2)ccc1Cl across the screens: 25.9µM*	-14.2*
# CC(NC(=O)c1cc2ccccc2o1)C(=O)O (stereo not drawn) across the screens: 14.4%	24.4
# O=C(CSc1nnc(Cc2cc(=O)[nH]c(=O)[nH]2)n1-c1ccccc1)N1CCCCC1 across the screens: ?	/

# Four entries from above, field by field.
COc1ccc(C(=O)N/C(=C\c2ccccc2)C(=O)N2CCOCC2)cc1
  Lipid storage S3: ?; Lipid storage S3 cell count max: /

O=C(CSc1nnc(Cc2cc(=O)[nH]c(=O)[nH]2)n1-c1ccccc1)N1CCCCC1
  Lipid storage S3: ?; Lipid storage S3 cell count max: /

CC(C)Oc1cccc(OCCN2C(=O)c3ccccc3C2=O)c1
  Lipid storage S3: ?; Lipid storage S3 cell count max: /

CC(C)NC(=O)c1cc(-n2cnnc2)ccc1Cl
  Lipid storage S3: 25.9µM*; Lipid storage S3 cell count max: -14.2*

# The results go on:
SMILES,Lipid storage S3,Lipid storage S3 cell count max
COc1cc2c3c(c1OC)C1(C=CC(=NNC(N)=O)C=C1)CC3N(C(C)=O)CC2 (stereo not drawn),6.4%,8.4
Cc1ccc(NC(=O)CN(C)C(=O)Cc2ccc(Cl)c(Cl)c2)cc1,-11.7%,26.6
Cc1ccc(-c2cc(C(=O)NCc3ccco3)c3ccccc3n2)s1,12.2%,-15.3
COc1ccc2c(C)c(CC(=O)N3C[C@H]4C[C@@H](C3)c3cccc(=O)n3C4)c(=O)oc2c1OC,6.4%,16.5
Cc1ccc(-n2c(SCC(=O)Nc3ccc4c(c3)OCCO4)nnc2-c2ccco2)cc1,?,/
COc1ccc(C(=O)NC(=S)NCc2ccccc2)cc1OC,?,/
CC(=O)c1sc2nc(-c3ccco3)ccc2c1N,-3.8%,12.0
C[C@@H](CN1C2=NC[C@H](C)N2C[C@H]1Cc1ccc(O)cc1)NC(=O)CCC1CCCCC1,?,/
CC(=O)NC(Cc1ccc(F)cc1)C(=O)NC1CCN(C(=O)NCc2ccccc2)CC1 (stereo not drawn),?,/
Cc1ccc(-c2nnc(SCC(C)C)n2C)cc1,7.0%,-14.4
CC(=O)c1cccc(NC(=O)C(C)OC(=O)c2cc(C)oc2C)c1 (stereo not drawn),?,/
COc1cc(C2NC(=S)NC(c3ccccc3)=C2C(C)=O)ccc1O (stereo not drawn),16.2%,7.9
COc1ccc(/C=C/C(=O)NCCOc2ccc(C)cc2)cc1,13.5%,9.0
O=C(CC12CC3CC(CC(C3)C1)C2)NCCN1CCOCC1,?,/
CCOCCCN1C(=O)CN(C2CCCCC2)C(=O)C1c1ccc(OCC)c(OC)c1 (stereo not drawn),3.3%,2.3
COc1cccc(CN2CCc3[nH]c(=S)[nH]c(=O)c3C2)c1,5.1%,27.1
O=C(c1ccccc1F)N1CCN(c2ccc([N+](=O)[O-])c(NCC3CCCO3)c2)CC1 (stereo not drawn),-17.3%,-16.2
NC(=O)C(CC(=O)O)NC(=O)[C@@H]1CCOc2c(I)cc([N+](=O)[O-])cc2C(=O)N[C@@H](CCC(=O)O)C(=O)N[C@@H](CO)C(=O)N1 (stereo partly drawn),-6.0%,-21.1
CCN(CC)c1ccc([N+](=O)[O-])cc1C(=O)N1CCOCC1,-65.5%,-44.9
CC(NC(=O)COC(=O)c1cc(NS(=O)(=O)c2ccc(Cl)c([N+](=O)[O-])c2)ccc1O)C1CC2CCC1C2 (stereo not drawn),?,/
CCn1c(SCC(=O)O)nc2ccccc21,?,/
Cc1ccc2[nH]c(=O)c(C(c3nnnn3C(C)(C)C)N3CCN(C(=O)c4ccco4)CC3)cc2c1 (stereo not drawn),-9.3%,0.8
CCN(CC)S(=O)(=O)c1cccc(C(=O)OCC(=O)NC(C)c2ccccc2)c1 (stereo not drawn),?,/
CCC1Oc2ccc(C)cc2N(CC(=O)N2CCOCC2)C1=O (stereo not drawn),i,8.5
O=C1CCCC2=C1C1(O)C(=O)c3ccccc3C1(O)O2 (stereo not drawn),?,/
Cc1ccc2nc(-c3ccccc3NC(=O)CCC(=O)O)c(=O)[nH]c2c1,i,-22.5
